BAZ2B block: blocks human BAZ2B; AID 504333; Potency, µM (top dose mostly 114 µM), inactives show at the top dose activity change, negative = inhibition, hits mostly inhibitors; Q9UIF8; AlphaScreen BAZ2B-H3K14Ac peptide displacement; 360,000 compounds, 4.4% hits; also: % is scaled to controls: 0 for no effect and ±100 for the full control effect; nearly all actives have a fitted effect of over 60% in size
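BAZ2B (50 nM) with biotin-H3(5-23)K14Ac peptide (50 nM) in PBS pH 7.4, 0.01% Tween-20, preformed 30 min, then compound 30 min at room temperature; top concentration 110uM. AlphaScreen streptavidin donor/nickel chelate acceptor beads (10 ug/mL final), 20 min dark, signal read.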
BLM helicase inh: Bloom syndrome helicase (human) inhibition; P54132; recombinant BLM DNA unwinding, fluorescence dequenching; Potency, µM (series often up to 56.1 µM), inactives show at the highest dose activity change, negative = inhibition, actives largely listed as inhibitors; 350,000 compounds, 0.2% hits; AID 2528;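 also: plate controls were vehicle for no effect and no enzyme for full effect; nearly all actives have a fitted effect of over 35% in size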
Pol iota inh: inhibitors of human DNA polymerase iota; 390,000 compounds, 1% hits; Q9UNA4; Pol iota fluorescent replication assay, 10 min; Potency, µM (top dose mostly 115 µM), inactives show at the top dose activity, negative = inhibition, most hits filed as inhibitors; AID 588590
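Fluorescent replication assay read twice, at 0 min and 10 min after adding 50 nM (final) substrate. Enzyme (10 nM) and compounds were first incubated 15 min at room temperature; enzyme-free buffer wells were negative controls.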
G9a block: inhibitors of human histone lysine methyltransferase G9a. Potency, µM (titrated, usually from 102 µM), for inactives: at the top dose activity, negative = inhibition, most hits filed as inhibitors. AID 504332. 350,000 compounds, 8.8% hits. G9a H3K9 monomethylation, AlphaScreen, 2 h; also: % is scaled to controls: 0 for no effect and ±100 for the full control effect; nearly all actives have a fitted effect of over 75% in size
Target sequence (Q96KQ7 913-1193 limits assumed): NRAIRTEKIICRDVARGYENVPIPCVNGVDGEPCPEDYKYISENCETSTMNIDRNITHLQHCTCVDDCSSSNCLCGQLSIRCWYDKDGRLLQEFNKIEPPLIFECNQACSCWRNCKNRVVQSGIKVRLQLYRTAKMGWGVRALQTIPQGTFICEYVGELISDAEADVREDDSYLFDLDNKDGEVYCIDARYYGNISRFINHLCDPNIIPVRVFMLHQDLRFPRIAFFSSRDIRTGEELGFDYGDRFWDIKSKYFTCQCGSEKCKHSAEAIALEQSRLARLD
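G9a (20 nM) preincubated 15 min RT with compounds, then 500 nM biotinylated H3K9 peptide and 20 uM SAM added; 2 h RT reaction. Monomethyl-H3K9 product detected by AlphaScreen with anti-H3K9me1 antibody, streptavidin donor and anti-rabbit IgG acceptor beads.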
GLS inh: blocks human kidney-isoform glutaminase activity. O94925. GLS enzymatic activity, qHTS titration. Potency, µM (series often up to 45.5 µM), inactives show top-dose activity change, negative = inhibition, actives largely listed as inhibitors. 410,000 compounds, 0.21% hits; also: % is scaled to controls: 0 for no effect and ±100 for the full control effect
Target sequence (O94925 whole entry, looked up, canonical isoform): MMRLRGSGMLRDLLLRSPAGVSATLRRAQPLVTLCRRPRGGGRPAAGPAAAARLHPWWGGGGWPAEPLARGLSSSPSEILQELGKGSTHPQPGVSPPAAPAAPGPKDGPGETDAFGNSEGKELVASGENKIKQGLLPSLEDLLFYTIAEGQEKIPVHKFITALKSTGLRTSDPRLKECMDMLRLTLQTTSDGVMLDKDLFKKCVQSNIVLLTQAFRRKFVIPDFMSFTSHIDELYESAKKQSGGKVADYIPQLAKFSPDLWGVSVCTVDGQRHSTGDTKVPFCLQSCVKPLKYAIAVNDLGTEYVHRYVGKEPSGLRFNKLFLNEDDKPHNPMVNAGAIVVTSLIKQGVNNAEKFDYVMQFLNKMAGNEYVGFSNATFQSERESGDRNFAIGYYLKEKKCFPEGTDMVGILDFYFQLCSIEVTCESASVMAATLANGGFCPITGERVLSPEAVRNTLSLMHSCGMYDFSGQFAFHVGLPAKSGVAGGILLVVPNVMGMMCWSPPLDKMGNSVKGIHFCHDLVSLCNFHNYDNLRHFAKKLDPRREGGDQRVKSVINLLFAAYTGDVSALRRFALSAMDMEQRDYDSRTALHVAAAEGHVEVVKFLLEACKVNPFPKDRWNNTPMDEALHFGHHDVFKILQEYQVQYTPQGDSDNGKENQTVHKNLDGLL
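Glutamate formation by hKGA was monitored fluorometrically using coupled glutamate oxidase, HRP and Amplex Red. Substrate was added as 1 mM L-glutamine solution; incubation was 30 min at RT after an initial read.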
PGK inhibitor: blocks T. brucei phosphoglycerate kinase | Potency, µM (highest dose often 57.5 µM), for the others: at the highest dose activity change, negative = inhibition, actives largely listed as inhibitors | P07378 | PGK/GAPDH coupled, Kinase-Glo luminescence, 60 min | 380,000 compounds, 0.043% hits; also: % is scaled to controls: 0 for no effect and ±100 for the full control effect; nearly all actives have a fitted effect of over 60% in size
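Luminescent ATP detection (Kinase-Glo Plus) follows a 60-minute room-temperature incubation, with wells lacking PGK as controls. Buffer: 100 mM TEA (pH 7.6), 5 mM MgCl2, 0.01% Tween-20. Coupling enzyme GAPDH (100 nM final) supplies unstable 1,3-BPG in-well.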
Pin1 inhibitor: inhibitors of human Pin1; Pin1 FP peptide displacement, HiFluor488, 10 min; Potency, µM (top dose mostly 115 µM), without a hit: top-dose activity, negative = inhibition, hits mostly inhibitors; 390,000 compounds, 0.009% hits; AID 504891; active = well fitted inhibition curve with a large enough effect in the polarisation, with a control signal flat, not every such curve was filed as active; inconclusive = small, poorly fitted or top-dose-only effect, or effect the other way, or a change in a side signal; inactive = no such curve, though single readings can be large or run the other way; the % refers to the polarisation; also: % is scaled to controls: 0 for no effect and ±100 for the full control effect
Target sequence (Q13526 whole entry, looked up): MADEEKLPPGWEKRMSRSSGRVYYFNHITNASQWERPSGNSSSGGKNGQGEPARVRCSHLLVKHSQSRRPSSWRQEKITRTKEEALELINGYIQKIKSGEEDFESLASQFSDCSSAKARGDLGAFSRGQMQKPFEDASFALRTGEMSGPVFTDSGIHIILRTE
JMJD2A Tudor: JMJD2A Tudor domain (human) inhibition. O75164. 390,000 compounds, 4.4% hits. Potency, µM (series often up to 114 µM), inactives show at the top dose activity change, negative = inhibition, usual class: inhibitors. AlphaScreen JMJD2A-Tudor / H3K4me3 peptide binding; also: % is scaled to controls: 0 for no effect and ±100 for the full control effect; nearly all actives have a fitted effect of over 50% in size
HP1b binding inh: HP1-beta chromodomain-methylated histone interaction inhibition; AlphaScreen HP1-beta / biotin-H3K9me3 peptide binding; Potency, µM (top dose mostly 114 µM), inactives show at the top dose activity change, negative = inhibition, actives largely listed as inhibitors; 390,000 compounds, 0.56% hits; also: nearly all actives have a fitted effect of over 70% in size; inactives centre near 23
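Compound inhibition of the preformed complex between 50 nM HP1-beta and 50 nM biotinylated H3K9me3 peptide was read by AlphaScreen. Buffer was PBS pH 7.4 with 0.01% Tween-20. Incubations ran 30 min at room temperature, with 10 ug/mL donor/acceptor beads.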
The depositor's hits bear a star; i = inactive; ? = inconclusive; / = not tested or not shown; & = joins results of further samples; [ ] = remark or other dose. Unless noted, calls follow the shape of the dose curve; as a rule, active = well fitted curve in the direction sought with a large enough effect; inconclusive = small, poorly fitted or top-dose-only effect, or another doubt; inactive = no such curve, though single readings can be large; an effect the other way counts as inactive or inconclusive. Potency is read from the fitted curve at half-maximal effect. This is a subset, so the mix of outcomes need not match the whole.

nr	Molecule	JMJD2A Tudor	Pol iota inh	PGK inhibitor	BAZ2B block	G9a block	BLM helicase inh	HP1b binding inh	Pin1 inhibitor	GLS inh
1	CC1CCCN(CCCNC(=O)c2cn(C)c3ccc(S(=O)(=O)N(C)C4CCCCC4)cc3c2=O)C1 (stereo not given)	-4%&-16%	29%&1%	-6%&-11%	-8%	57%[activator]	3%&-10%	49%&1%[activator]	-7%&1%	-1%&-1%
2	COc1ccccc1NC(=O)Cn1c(CCC(=O)O)ccc1-c1ccc(C)cc1	-17%	18%	-6%	?	?	-22%	1%	13%	25%
3	CCOc1ccc(C(=O)C(C)OC(=O)Cn2[nH]c(=O)c3ccccc3c2=O)cc1 (stereo not given)	-12%	2%	-5%	-13%	/	1%	7%	4%	5%
4	O=C(O)CC(c1cccc(C(F)(F)F)c1)N1CCS(=O)(=O)CC1 (stereo not given)	-15%	-1%	-9%	-15%	-3%	-1%	35%	-5%	1%
5	COc1ccc(-n2nc(C(=O)NCC(=O)NCc3ccco3)c3ccccc3c2=O)cc1Cl	-15%	4%	-5%	3%	-1%	-7%	10%	-2%	1%
6	CCOC1CCCC(n2cnc3c(=S)nc[nH]c32)O1 (stereo not given)	18µM*	?	-14%	/	/	/	?	1%	?
7	CN(C)c1cccc(C(=O)N2CCC(n3nccc3NC(=O)C3CCOC3)CC2)c1 (stereo not given)	-6%	-3%	-4%	-12%	4%	2%	40%[activator]	2%	10%
8	Cc1nn(C(C)C(=O)N2CCCC2)c(=O)c2nn(-c3ccccc3)c(C)c12 (stereo not given)	-4%	3%	-1%	-8%	/	1%	27%	2%	-15%
9	CCn1c(=NC(=O)c2ccc(S(=O)(=O)N3CCOCC3)cc2)sc2cccc(OC)c21	11%	5%	-2%	16%	-2%[2.33 µM]	-7%	63%[activator]	10%	-1%
10	O=C(NCc1cccnc1)C(=O)NCC(c1ccco1)N1CCN(c2ccccc2)CC1 (stereo not given)	-24%	25%	0%	1%	-6%[59 µM]	2%	-3%	-2%	17%
11	Cc1ccc(C)c(OCC(=O)NC(Cc2c[nH]c3ccccc23)C(=O)O)c1 (stereo not given)	-12%	-7%	-2%	?	/	0%	27%	-5%	1%
12	O=C(Nc1nc2ccccc2s1)C1CCCO1 (stereo not given)	0%	5%	-1%	-20%	-45%[59 µM]	1%	24%	-11%	1%

Compound profiles, as listed above. Values in the order: JMJD2A Tudor, Pol iota inh, PGK inhibitor, BAZ2B block, G9a block, BLM helicase inh, HP1b binding inh, Pin1 inhibitor, GLS inh
Profile of O=C(NCc1cccnc1)C(=O)NCC(c1ccco1)N1CCN(c2ccccc2)CC1 (stereo not given) = -24%, 25%, 0%, 1%, -6%[59 µM], 2%, -3%, -2%, 17%
Profile of CCn1c(=NC(=O)c2ccc(S(=O)(=O)N3CCOCC3)cc2)sc2cccc(OC)c21 = 11%, 5%, -2%, 16%, -2%[2.33 µM], -7%, 63%[activator], 10%, -1%

(cont.)
nr	Molecule	JMJD2A Tudor	Pol iota inh	PGK inhibitor	BAZ2B block	G9a block	BLM helicase inh	HP1b binding inh	Pin1 inhibitor	GLS inh
13	CC(=O)Nc1ccc(C2=NNC(=Nc3cccc(S(=O)(=O)N(C)C)c3)SC2)cc1	35µM*	17%	/	-32%	25µM*	-10%	?	-3%	19%
14	C=CCn1c(SCC(=O)Nc2c(C)n(C)n(-c3ccccc3)c2=O)nc2scc(-c3ccccc3)c2c1=O	-13%[57.1 µM]	10%	-3%	-8%	-49%[59 µM]	-1%	41%[activator]	?	4%
15	CC(C)(C)Cc1nnc(NC(=O)CCc2ccccc2)s1	-2%	?	-7%	6%	?	-2%	29%	-14%	-7%
16	CCCCn1c(SCC(=O)Nc2cccc(OC)c2)nc2c(sc3ccccc32)c1=O	1%	10%	3%	6%	-2%[59 µM]	-1%	30%	-8%	-2%
17	Cc1cc(NC(=O)CCC2CCCC2)no1	?	14%	-11%	7%	10%[12.7 µM]	0%	-1%	2%	9%
18	CCC(=O)N1CCC2(CC1)Oc1ccc(F)cc1C(=O)C21CC(c2ccccc2)=NO1 (stereo not given)	-27%	?	-9%	-21%	4%[59 µM]	-5%	0%	0%	-11%
19	COc1ccc(Cn2nnnc2C(CC(C)C)N2CCN(c3ccccc3)CC2)cc1 (stereo not given)	-29%	-16%	0%	9%	-8%	-9%	16%	-1%	2%
20	CCOc1ccccc1NC(=O)CN(C)S(=O)(=O)c1cccc2nsnc12	?	?	-6%	-3%	-35%[59 µM]	2%	-9%	1%	-1%
21	COc1cccc(/C=C2/C(=O)NN(c3ccccc3)C2=O)c1	-19%	108%[activator]	i	?	40µM*	-1%	-8%	/	?
22	COCCN(C(=O)CSc1nncn1-c1ccccc1)c1c(N)n(Cc2ccccc2)c(=O)[nH]c1=O	-5%	257%[activator]	-15%	8%	-7%[59 µM]	-14%	3%	0%	5%
23	Cc1csc(NC(=O)Cc2ccccc2Cl)n1	-19%	23%	-9%	-21%	-2%	-2%	-3%	-6%	7%
24	CCC/C(=C1/c2ccccc2C(=O)N1c1ccccc1)c1ccc2c(c1)OCCO2	-23%	28%	-8%	-6%	-13%[0.501 µM]	/	31%	1%	7%
25	COC(=O)c1ccccc1NC(=O)CN1C(=O)CSC1=O	-14%	12%	-5%	-1%	5%	-3%	15%	1%	4%
26	CCOC(=O)C(=CNNc1cccc(Cl)c1)C(=O)OCC	79µM*	102%[activator]	1%	-8%	3.5µM*	-16%	?	?	?
27	CCOC(=O)CN(C(=O)COc1nc(-c2ccccc2)cc(C)c1C#N)c1ccccc1C	-21%	1%	i	0%	-66%[59 µM]	-3%	39%[activator]	12%	3%
28	COc1ccc(NS(=O)(=O)c2cc(NC(=O)C(CC(C)C)NC(N)=O)ccc2N2CCOCC2)cc1 (stereo not given)	-3%	10%	-3%	/	/	/	53%[activator]	7%	8%
29	O=C(CSc1nc(C2CC2)n(-c2ccccc2)n1)NCc1ccco1	-24%	-7%	-5%	-7%	-10%[12.7 µM]	/	-2%	3%	-3%
30	CCCCN(C)CCn1c(=S)[nH]c2ccc(N3CCOCC3)cc2c1=O	28µM*	14%	19%	3%	?	4%	18%	-1%	15%
31	O=C(CN1CCN(c2ccc(F)cc2)CC1)Nc1cc(C(F)(F)F)ccc1Cl	-9%	12%	-3%	-1%	-44%	-11%	39%	-9%	-9%
32	COc1ccc(S(=O)(=O)N(C)C[C@H]2Oc3c(NC(=O)Nc4c(C)noc4C)cccc3C(=O)N([C@H](C)CO)C[C@@H]2C)cc1	-1%	12%	-10%	/	/	/	85%[activator]	0%	-1%
33	Cc1ccccc1N(C(=O)CCCC(=O)Nc1ccccn1)C(C(=O)NC1CCCC1)c1ccc(O)cc1 (stereo not given)	-10%	13%	-6%	-1%	-8%	-1%	19%	-2%	-12%
34	Cc1ccc(Cn2ccc(NC(=O)C3C4CCC(C4)C3C(=O)O)n2)cc1 (stereo not given)	-15%	0%	i	5%	56µM*	-1%	32%	-10%	3%
35	COC(=O)C1=C(N)Oc2cc(C)n(CCc3ccccc3)c(=O)c2C1c1cccnc1 (stereo not given)	-21%	22%	-9%	/	3%[59 µM]	-2%	7%	-10%	17%
36	Cc1cc(Cl)ccc1OCC(=O)N[C@@H](Cc1ccccc1)c1nc2ccccc2[nH]1	-17%	8%	-3%	56µM*	?	3%	34%	-1%	8%
37	CCCN(CCC)CCCNC(=O)c1ccc2c(Cl)c3c(nc2c1)CCC3	-8%	111%[activator]	8%	-1%	-33%	3%	5%	4%	1%
38	CC(NC(=O)/C(=C\c1ccco1)NC(=O)c1ccco1)C(=O)O (stereo not given)	-5%	129%[activator]	-3%	-3%	35µM*	-4%	41%[activator]	?	98%[activator]
39	CCOc1ccc(NC(=O)CSc2nc3ccccc3c(=O)n2CCNC(C)=O)cc1	-9%	7%	3%	5%	12%[59 µM]	-1%	34%	-1%	-2%
40	O=C1Nc2ccccc2/C1=N/N=C/c1ccc(-c2ccc([N+](=O)[O-])cc2)o1	-26%	31%	-3%	?	?	-9%	0%	?	10%
41	Cc1cc(OCC(=O)Nc2ccc(CN3CCOCC3)cc2)c2c(C)c(C)c(=O)oc2c1	-20%	-16%	1%	-4%	-13%	3%	18%	3%	11%
42	O=C(NCCc1nc2ccccc2[nH]1)/C(=C/c1ccc2c(c1)OCO2)NC(=O)c1ccccc1	-17%	-7%	i	-3%	13%[59 µM]	1%	17%	-5%	-3%
43	Cc1cccc(C)c1-n1nnnc1C(C)(C)N1CCN(N=O)CC1	-18%	31%[activator]	1%	-12%	25%	-1%	16%	-2%	6%
44	O=c1c2oc3ccccc3c2ncn1Cc1ccc(Cl)cc1	-9%	108%[activator]	-7%	9%	19%	-3%	10%	0%	2%
45	CC(C)Oc1ccc(N2C(=O)c3ccccc3C2=O)cc1	-16%	-11%	-5%	-3%	22%	-1%	7%	4%	-3%
46	CCOC(=O)C(NC(C)=O)C(O)c1ccc([N+](=O)[O-])cc1 (stereo not given)	-7%	-13%	0%	-4%	11%[59 µM]	-2%	30%	0%	-3%
47	COc1ccc(CNC(=O)N2CCc3ccccc3C2)cc1	13%	32%[activator]	i	1%	43%	-1%	38%[activator]	0%	-4%
48	Cc1cc(C)nc(-n2nc(C)cc2NC(=O)c2cccc(S(=O)(=O)N3CCOCC3)c2)n1	?	2%	0%	-5%	-46%	2%	22%	2%	0%
49	COc1ccc(CNc2nc3ccccc3n2C(C)C)c(O)c1	-18%	109%[activator]	-2%	?	-92%	-14%	-5%	6%	-25%
50	O=C(Nc1ccccc1C(F)(F)F)c1ncn[nH]1	7.9µM*	?	-7%	14µM*	/	5%	25%	-2%	-4%
51	O=C(CSc1nccn(-c2ccc(Br)cc2)c1=O)NC1CCCC1	-10%	-10%	-2%	11%	-11%	/	23%	5%	-4%

Single values from the entries so far:
Value of CCCN(CCC)CCCNC(=O)c1ccc2c(Cl)c3c(nc2c1)CCC3 in GLS inh: 1%
Value of CC(C)Oc1ccc(N2C(=O)c3ccccc3C2=O)cc1 in Pol iota inh: -11%

Screens deposited in PubChem by National Center for Advancing Translational Sciences (NCATS).
